Source: PubChem BioAssay
human PMI inhibitors = MPI inhibition at elevated mannose 6-phosphate – biochemical, fluorescence intensity, high mannose 6-phosphate, primary screen (AID 1220). recombinant PMI enzyme, coupled fluorescence intensity; higher % means a stronger effect. inhibition, % at 20 µM, or IC50 in µM where a hit was titrated. 190,000 compounds, 0.66% hits
LYP inhibition = inhibitors of LYP phosphatase, biochemical, fluorescence intensity, uHTS (AID 1779); 290,000 compounds, 0.054% hits; one-dose inhibition, % at 11.5 µM; IC50 in µM for titrated hits; recombinant LYP phosphatase, fluorescence intensity; higher % means a stronger effect;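 further: plate controls were vehicle with enzyme for no effect and no enzyme for full effect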
TNAP activation fold = stimulation of alkaline phosphatase TNAP activity – biochemical, luminescent, no phosphate acceptor, uHTS, primary screen (AID 1001). 200,000 compounds, 0.03% hits. activation fold at 20 µM; hits with a dose series show EC50 in µM. purified TNAP, luminescent activation assay, no phosphate acceptor; higher activation fold means a stronger effect; in the data active means activation fold from about 3, or a potency from the dose series; inactive means the rest, 99 in 100 with activation fold below about 1.6; further: many of its hits are not listed in these tables
PMI inhibitors = MPI enzyme activity inhibition – biochemical, fluorescence intensity, coupled assay, primary screen (AID 1209) | purified PMI enzyme, coupled fluorescence intensity; higher % means a stronger effect | one-dose inhibition, % at 20 µM; IC50 in µM for titrated hits | 190,000 compounds, 0.42% hits;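 further: plate controls were DMSO vehicle for no effect and wells lacking substrate for full effect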
KOR beta-arrestin-1 = KOR agonists, beta-arrestin recruitment, primary screen, cell-based, luminescence, uHTS (AID 1777). KOR beta-arrestin recruitment, luminescence; higher % means a stronger effect. activation, % at 10 µM; hits with a dose series show EC50 in µM. 280,000 compounds, 0.02% hits; in the data active means activation above about 50%, passing the limit was not always enough; further: a part of the inactive calls stands beside numbers as strong as those of hits
HEK293 NOD2/NF-kB = NOD2 signaling inhibitors, cell-based, luminescence, uHTS, HEK293 (AID 1566); HEK293 NOD2/NF-kB luciferase reporter, luminescence; higher % means a stronger effect; inhibition, % at 4 µM, or EC50 in µM where a hit was titrated; 290,000 compounds, 0.63% hits; further: many of its hits are not listed in these tables
NOD1 NF-kB reporter = NOD1 signaling inhibitors, primary screen, cell-based, luminescence, uHTS (AID 1578) | NOD1-driven NF-kB luciferase reporter cells, luminescence; higher % means a stronger effect | one-dose inhibition, % at 4 µM; EC50 in µM for titrated hits | 290,000 compounds, 1% hits; in the data active means inhibition mostly above about 36%, no sharp cut-off; inactive means mostly below about 34%;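 further: HEK-293T reporter cells stimulated with the NOD1 agonist gamma-tri-DAP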
KOR beta-arrestin-2 = kappa opioid receptor blockers – cell-based, luminescence, uHTS (AID 1778); KOR beta-arrestin recruitment, luminescence, antagonist mode; higher % means a stronger effect; inhibition, % at 10 µM, or IC50 in µM where a hit was titrated; 290,000 compounds, 0.091% hits; further: strong numbers were not always called active
XIAP displacement = small molecules displacing peptide from XIAP – biochemical, IAP family, fluorescence polarization (AID 1018). XIAP BIR domain, fluorescence polarization peptide displacement; higher % means a stronger effect. displacement, % at 20 µM; hits with a dose series show IC50 in µM. 200,000 compounds, 0.007% hits; in the data active means displacement above about 50%; further: a part of the inactive calls stands beside numbers as strong as those of hits
* = called active by the depositor; x = not tested or not shown; [ ] = dose if it differs, or a comment. Unless noted, no stated cut-off is given here; in the data, active means inhibition above about 50%; inactive means the rest. Some of the compounds tested; the hit share may differ from the screen's.

human PMI inhibitors | LYP inhibition | TNAP activation fold | PMI inhibitors | KOR beta-arrestin-1 | HEK293 NOD2/NF-kB | NOD1 NF-kB reporter | KOR beta-arrestin-2 | XIAP displacement | canonical_smiles
10% | 4% | 1.1 | 9% | -0.1% | -30% | 15% | 2% | -2.4% | COc1ccccc1-c1cc(C(=O)N/N=C/c2cccs2)c2ccccc2n1
8% | -6% | 1.1 | 6% | 0.7% | 13% | 11% | -15% | -5.3% | COc1ccc(NC(=O)N2CCCC2C(=O)Nc2ccccc2)cc1 (stereo not given)
x | -2% | x | x | 1.6% | 15% | -7% | 20% | x | CCOc1ccc(/C=C2\SC(=S)N(NS(=O)(=O)c3ccccc3)C2=O)cc1OC
10% | -8% | 1 | 8% | x | 2% | 4% | 1%[20 µM] | -2.5% | CCOC(=O)C1(CCOc2ccccc2)CCN(Cc2cccc3nonc23)CC1
-2% | -5% | 1 | 8% | 0.2% | 3% | -30% | -2% | -5.5% | Cc1ccc(C)c(N2CN(Cc3ccco3)CNC2=S)c1
4% | -9% | 1.1 | 7% | -3.5% | 13% | -2% | 39% | 0.3% | O=C1NC(c2ccccc2)(C(F)(F)F)SC2=NCCCN12 (stereo not given)
6% | -1% | 1.1 | -2% | 0.9% | 14% | 4% | -16% | -4.3% | CC(=O)Nc1ccc(S(=O)(=O)NC(CC(=O)NCCCN2CCOCC2)C(C)C)cc1 (stereo not given)
x | -9% | x | x | -0.4% | 0% | -4% | 19% | x | CN(C)C/C=C/C(O)(c1ccccc1)c1ccccc1
2% | 0% | 1.1 | 1% | -2.2% | 10% | -4% | 0% | -1.7% | N/C(=N\OS(=O)(=O)c1ccc2ccccc2c1)c1ccncc1
1% | 6% | 1.2 | 6% | 0.3% | 10% | -33% | -2% | -0.1% | CCc1ccc(-c2nc(CN3CCC(C(=O)N4CCN(c5ccccn5)CC4)CC3)c(C)o2)cc1
9% | -4% | 1 | -2% | 0.0% | -2% | 19% | -5% | -8.4% | Cc1c(NC(=O)/C(C#N)=C/c2ccccc2)c(=O)n(-c2ccccc2)n1C
-8% | -9% | 1.1 | -13% | -1.8% | 6% | -10% | 21% | -5.5% | CC(C)NCCOc1cccc(Br)c1
7% | -8% | 1.1 | 7% | -2.8% | -6% | 9% | -14% | -4.0% | CCOc1ccc(NC(=S)NC(C)C(c2ccccc2)N2CCN(C)CC2)cc1 (stereo not given)
x | -3% | x | x | -0.8% | -78% | 1% | 17% | x | Cn1c(=O)[nH]c2nnc(-c3ccc(Cl)c(Cl)c3)nc2c1=O
12% | -1% | 1.1 | 15% | -13% | 25% | -11% | -35%[20 µM] | -2.4% | COc1cccc(-c2cc3nc4c(c(N5CCC6(CC5)OCCO6)n3n2)CCC4)c1
-10% | -3% | 1 | 2% | 1.7% | 1% | -14% | x | -3.3% | CCN(CC(=O)Nc1ccc(NC(C)=O)cc1)c1ccc(C(F)(F)F)cn1
25% | -3% | 1 | 18% | -5.3% | -196% | -40% | -9%[20 µM] | -13% | Cc1ccnc(NC(=O)/C=C/c2ccccc2[N+](=O)[O-])c1
9% | -5% | 1.1 | 18% | 0.9% | -24% | -38% | -22% | -0.2% | Cc1cc(/C=C(\C#N)C(=O)NCC2CCCO2)c(C)n1-c1ccc(Cl)cc1 (stereo not given)
-1% | 10% | 1 | 0% | 1.0% | 0% | -47% | -9% | -3.3% | CCC(=O)NC(=S)Nc1cccc(NC(=O)c2ccccc2)c1
-18% | -2% | 1 | -20% | 3.4% | 14% | -35% | -7% | -1.9% | COc1ccc2c(c1)CCN(C(=O)CCl)C2C1C(=O)CCCC1=O (stereo not given)
x | -11% | x | x | 7.0% | -10% | 1% | -9% | x | CCN1CCN(Cc2ccc(NC(=O)c3cc(NC(=O)C4=NN(c5ccccc5)C(=O)C4)cc(OC)c3)cc2C(F)(F)F)CC1
5% | -5% | 1.1 | 5% | -1.3% | 4% | -41% | 15% | -8.0% | Cc1nc(SCC(=O)Nc2ccc(Cl)cc2[N+](=O)[O-])nc(C)c1C
1% | -5% | 1.1 | -1% | -4.8% | 1% | -15% | -22% | -2.9% | CC1CCCC(C)N1/N=C/c1ccc(C#N)cc1 (stereo not given)
x | -11% | x | x | -3.6% | 33% | 17% | 12% | x | Cc1ccnc(NS(=O)(=O)c2ccc(-n3cccn3)cc2)c1
3% | -4% | 1.1 | -2% | 15% | -2% | -46% | -76% | 2.0% | COC(=O)c1ccc(COc2ccccc2/C=C(\C#N)C(=O)Nc2ccccc2C)cc1
12% | -10% | 1.3 | 10% | 93% | 10% | -8% | 15% | -2.1% | C/C(N)=C(/C#N)C(=O)COC(=O)COc1ccc(Cl)cc1C
3% | -4% | 1.1 | -12% | -8.1% | 4% | -7% | -21% | -6.3% | Cc1cc(C(=O)CN2CCCC2)c(C)n1-c1ccc(Cl)cc1
15% | -3% | 1 | 11% | 1.4% | 9% | 1% | 26% | -1.9% | O=C(NC(NC1CCS(=O)(=O)C1)C(Cl)(Cl)Cl)c1cccc(Cl)c1 (stereo not given)
x | -7% | x | x | -6.5% | -12% | -20% | -14%[20 µM] | x | Cc1cc(C)c(OCCCCN(C)Cc2ccccc2)c(C)c1
x | -8% | x | x | -3.7% | 26% | -19% | -21% | x | Cc1sc(NC(=O)CN2CCCC2)nc1-c1ccc2c(c1)CCN2C(=O)c1cccc(F)c1

Structures listed so far that contain a Cl atom (seven):
human PMI inhibitors | LYP inhibition | TNAP activation fold | PMI inhibitors | KOR beta-arrestin-1 | HEK293 NOD2/NF-kB | NOD1 NF-kB reporter | KOR beta-arrestin-2 | XIAP displacement | canonical_smiles
x | -3% | x | x | -0.8% | -78% | 1% | 17% | x | Cn1c(=O)[nH]c2nnc(-c3ccc(Cl)c(Cl)c3)nc2c1=O
9% | -5% | 1.1 | 18% | 0.9% | -24% | -38% | -22% | -0.2% | Cc1cc(/C=C(\C#N)C(=O)NCC2CCCO2)c(C)n1-c1ccc(Cl)cc1 (stereo not given)
-18% | -2% | 1 | -20% | 3.4% | 14% | -35% | -7% | -1.9% | COc1ccc2c(c1)CCN(C(=O)CCl)C2C1C(=O)CCCC1=O (stereo not given)
5% | -5% | 1.1 | 5% | -1.3% | 4% | -41% | 15% | -8.0% | Cc1nc(SCC(=O)Nc2ccc(Cl)cc2[N+](=O)[O-])nc(C)c1C
12% | -10% | 1.3 | 10% | 93% | 10% | -8% | 15% | -2.1% | C/C(N)=C(/C#N)C(=O)COC(=O)COc1ccc(Cl)cc1C
3% | -4% | 1.1 | -12% | -8.1% | 4% | -7% | -21% | -6.3% | Cc1cc(C(=O)CN2CCCC2)c(C)n1-c1ccc(Cl)cc1
15% | -3% | 1 | 11% | 1.4% | 9% | 1% | 26% | -1.9% | O=C(NC(NC1CCS(=O)(=O)C1)C(Cl)(Cl)Cl)c1cccc(Cl)c1 (stereo not given)

The listing continues:
human PMI inhibitors | LYP inhibition | TNAP activation fold | PMI inhibitors | KOR beta-arrestin-1 | HEK293 NOD2/NF-kB | NOD1 NF-kB reporter | KOR beta-arrestin-2 | XIAP displacement | canonical_smiles
10% | 1% | 1.1 | 14% | -7.5% | -7% | -21% | -3% | -7.8% | O=C(CCn1c(=S)[nH]c2cc3c(cc2c1=O)OCO3)N1CCc2ccccc2C1
x | 1% | x | x | 0.4% | 13% | 12% | 2% | x | CCN(CC)CCCN=Cc1c(-c2ccccc2)[nH]n(-c2nc3ccccc3s2)c1=O
x | -2% | x | x | 7.8% | -29% | -15% | -9% | x | CC1(C)CC(=O)C2=C(C1)Nc1cc(Cl)ccc1S2
-2% | -3% | 0.9 | 9% | 4.5% | -14% | -22% | -28% | -3.3% | COC(=O)Cc1c[nH]c2cccc(OCC(O)CN(Cc3ccc([N+](=O)[O-])cc3)C(C)(C)C)c12 (stereo not given)
2% | 5% | 1 | -2% | -5.8% | -1% | -23% | -5%[20 µM] | -6.3% | O=C(N/N=C/c1ccc(C(=O)O)cc1)C1=NNC(c2ccccc2)(c2ccccc2)C1
x | 2% | x | x | 1.3% | -4% | -6% | 0% | x | N#CC(=C=[N-])/C=C(\C(=O)c1ccccc1)[n+]1ccccc1
6% | 8% | 1.1 | 2% | 2.2% | 2% | 16% | -18% | -2.5% | CN(C)C(=C(C#N)C#N)N1CCN(c2ccc(Cl)c(Cl)c2)CC1
x | -9% | x | x | -0.2% | 9% | -14% | 24%[20 µM] | x | Cc1ccc(CNC(=O)c2ccc(CNS(=O)(=O)c3ccc4c(c3)C(C)(C)C(=O)N4C)cc2)o1
x | 0% | x | x | 3.1% | -1% | -6% | -4% | x | COc1ccc(OCC(=O)NNc2nc3ccccc3s2)cc1
14% | -2% | 1 | 25% | 0.6% | -4% | -12% | 23% | -12% | O=C(c1cccs1)n1nc(NCc2ccccc2)nc1NCc1ccccc1
x | -7% | x | x | -2.0% | 20% | 3% | -5% | x | CC1Cc2cc(S(=O)(=O)N3CCC(C(=O)NCc4ccco4)CC3)ccc2N1C(=O)C1CCC1 (stereo not given)
x | -6% | x | x | -12% | 0% | 0% | 23% | x | Cc1ccc(NS(=O)(=O)c2ccc3c(c2)n(C)c(=O)n3C)c(C)c1
6% | -7% | 1.1 | 13% | 1.3% | 7% | -8% | 19% | -1.1% | C=CCSc1nnc(-c2ccccc2NC(=O)CC)c(=O)[nH]1
x | 3% | x | x | 0.7% | -9% | -18% | 34% | x | COc1ccc(C(C(=O)NC2CCCC2)N(CCC(C)C)C(=O)CCC(=O)Nc2cc(C)on2)cc1 (stereo not given)
x | -2% | x | x | 0.5% | 6% | 0% | -34% | x | Cc1n[nH]c(C)c1CNCc1c(C(=O)N2CCCCCCC2)nc2ccc(Cl)cn12
x | -3% | x | x | 1.5% | 0% | -29% | 19% | x | Cc1ccc(NC(=O)c2cc([N+](=O)[O-])ccc2N2CCOCC2)cc1S(=O)(=O)N1CCOCC1
x | -2% | x | x | 8.3% | 16% | 7% | 22% | x | COc1ccc(Cl)cc1NC(=O)NCC1CCN(C(=O)OC(C)(C)C)CC1
x | -12% | x | x | -2.5% | -10% | -38% | -4% | x | O=C(C1CCOCC1)N1CCCC(N2CCN(c3cccc(C(F)(F)F)c3)CC2)C1 (stereo not given)
6% | 0% | 1.2 | 4% | -2.9% | 8% | -9% | -30% | -7.2% | CC(O)CNc1nc2c(c(=O)n(C)c(=O)n2C)n1CCc1ccccc1 (stereo not given)
